# Screens as filed in PubChem BioAssay.
# TR SRC2 fluor cs: Texas Red fluorescence interference in TRb-SRC2 counter-screen; TRb/SRC2 Texas Red total fluorescence interference; Potency, µM (highest dose often 106 µM), without a hit: at the top dose fluorescence change, negative = quenching; hit rate 0.29% among 280,000; active = well fitted curve in either direction with a large enough effect; inconclusive = small, poorly fitted or top-dose-only effect; also: % is scaled to controls: 0 for no effect and ±100 for the full control effect
#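 Human TRβ ligand-binding domain (0.6 uM) and Texas Red SRC2 peptide (20 nM) in Tris buffer with 1 uM T3 and 5% DMSO were incubated with pinned compound for 5 hr at ambient temperature. Total fluorescence was computed as S + 2P (555/632 nm).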
# SMN2 splice up: enhancers of SMN2 splice variant expression | HEK293 SMN2-luciferase splicing reporter, luminescence, 30-36 h | Potency, µM (doses to about 46.1 µM), without a hit: top-dose activity change, positive = activation, hits mostly activators | hit rate 2.8% among 210,000 | AID 1458; also: % of control where 0% means no effect; nearly all actives have a fitted effect of over 55% in size
#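 qHTS luciferase splicing reporter: luminescence rises when SMN2 exon 7 is included in transfected HEK293 cells. Compound exposure lasted 30-36 h at 37C, with 4.5 mM final sodium butyrate as control, followed by a ONE-Glo read.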
# TRb SRC2 PPI: disrupts binding of human TR beta to SRC2; P10828; TRbeta-SRC2 peptide binding, fluorescence polarization; receptor liganded with 1 µM T3; Potency, µM (titrated, usually from 106 µM), without a hit: top-dose activity change, negative = inhibition, usual class: inhibitors; hit rate 0.065% among 280,000; AID 1469;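 also: plate controls were bound peptide for no effect and peptide without receptor for full effect; nearly all actives have a fitted effect of over 50% in size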
#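 Fluorescence polarization of 20 nM Texas Red SRC2 peptide with 0.6 uM human TRb ligand-binding domain, in Tris buffer with 1uM T3 and 5% DMSO. Incubated 5 hr ambient; normalized to unbound and bound controls.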
# KDM4E inh: JMJD2E (human) inhibition. B2RXH2. JMJD2E catalytic domain, FDH-coupled NADH fluorescence (FDH is formaldehyde dehydrogenase). Potency, µM (highest dose often 57.1 µM), for the others: top-dose activity change, negative = inhibition, usual class: inhibitors. hit rate 1.6% among 230,000. AID 2147; active = well fitted inhibition curve with a large enough effect, not every such curve was filed as active; inconclusive = small, poorly fitted or top-dose-only effect, or another doubt; inactive = no such curve, though single readings can be large or run the other way;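 also: 0% = wells with enzyme and -100% = buffer wells without enzyme; nearly all actives have a fitted effect of over 50% in size; many of its hits are not listed in these tables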
# GoLoco inh red: RGS12 GoLoco-Gai1 interaction inhibition. P63096. Gai1:RGS12 GoLoco peptide FP, rhodamine, 10 min. Potency, µM (top dose mostly 61.6 µM), for inactives: top-dose activity, negative = inhibition, actives largely listed as inhibitors. hit rate 0.44% among 230,000; active = well fitted inhibition curve with a large enough effect, not every such curve was filed as active; inactive = no such curve, though single readings can be large or run the other way; also: % is scaled to controls: 0 for no effect and ±100 for the full control effect; nearly all actives have a fitted effect of over 30% in size; many of its hits are not listed in these tables
# Target sequence (P63096 whole entry, looked up): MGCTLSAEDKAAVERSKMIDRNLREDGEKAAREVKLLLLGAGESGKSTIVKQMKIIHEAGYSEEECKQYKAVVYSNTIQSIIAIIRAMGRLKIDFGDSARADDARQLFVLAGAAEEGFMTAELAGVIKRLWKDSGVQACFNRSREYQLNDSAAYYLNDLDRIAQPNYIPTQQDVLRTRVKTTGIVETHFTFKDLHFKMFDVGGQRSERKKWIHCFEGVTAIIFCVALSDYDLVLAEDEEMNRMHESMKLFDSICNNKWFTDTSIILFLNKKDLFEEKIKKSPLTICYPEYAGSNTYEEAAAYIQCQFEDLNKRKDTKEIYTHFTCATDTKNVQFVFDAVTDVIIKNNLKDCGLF
# ALDH1A1 inh: inhibitors of human aldehyde dehydrogenase 1A1; Purified ALDH1A1, NADH fluorescence, propionaldehyde substrate; Potency, µM (doses to about 75.3 µM), for inactives: top-dose activity, negative = inhibition, usual class: inhibitors; P00352; AID 1030; hit rate 7.3% among 220,000; active = well fitted inhibition curve with a large enough effect, not every such curve was filed as active; inconclusive = small, poorly fitted or top-dose-only effect, or another doubt; inactive = no such curve, though single readings can be large or run the other way;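 also: plate controls were no enzyme wells and a reference inhibitor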
# Lamin A splicing: modulators of lamin A splicing | HeLa LMNA splicing GFP/RFP minigene ratio, 48 h | Potency, µM (top dose mostly 46.1 µM), without a hit: at the top dose ratio change, negative = inhibition, hits mostly inhibitors | hit rate 0.01% among 200,000; active = well fitted inhibition curve with a large enough effect in the signal ratio, with a control signal flat, not every such curve was filed as active; inconclusive = small, poorly fitted or top-dose-only effect, or effect the other way, or a change in a side signal; the % refers to the signal ratio; also: % is scaled to controls: 0 for no effect and ±100 for the full control effect
#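 Read-out is the ratio of GFP to DsRed2 object intensity, acquired by 488 nm laser-scanning cytometry on HeLa lamin A-EGFP minigene reporter cells. Compound incubation 48 hrs at 37 °C in Opti-MEM with 2% FBS; DMSO 0.5% final.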
# RECQ1 inh: inhibitors of human RECQ1 DNA helicase; P46063; RECQ1 DNA unwinding, red fluorescence kinetic read; Potency, µM (titrated, usually from 57.3 µM), for the others: at the top dose activity, negative = inhibition, hits mostly inhibitors; hit rate 0.54% among 240,000; AID 2549;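 also: plate controls were vehicle for no effect and no enzyme for full effect; nearly all actives have a fitted effect of over 30% in size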
# Target sequence (P46063 whole entry, looked up): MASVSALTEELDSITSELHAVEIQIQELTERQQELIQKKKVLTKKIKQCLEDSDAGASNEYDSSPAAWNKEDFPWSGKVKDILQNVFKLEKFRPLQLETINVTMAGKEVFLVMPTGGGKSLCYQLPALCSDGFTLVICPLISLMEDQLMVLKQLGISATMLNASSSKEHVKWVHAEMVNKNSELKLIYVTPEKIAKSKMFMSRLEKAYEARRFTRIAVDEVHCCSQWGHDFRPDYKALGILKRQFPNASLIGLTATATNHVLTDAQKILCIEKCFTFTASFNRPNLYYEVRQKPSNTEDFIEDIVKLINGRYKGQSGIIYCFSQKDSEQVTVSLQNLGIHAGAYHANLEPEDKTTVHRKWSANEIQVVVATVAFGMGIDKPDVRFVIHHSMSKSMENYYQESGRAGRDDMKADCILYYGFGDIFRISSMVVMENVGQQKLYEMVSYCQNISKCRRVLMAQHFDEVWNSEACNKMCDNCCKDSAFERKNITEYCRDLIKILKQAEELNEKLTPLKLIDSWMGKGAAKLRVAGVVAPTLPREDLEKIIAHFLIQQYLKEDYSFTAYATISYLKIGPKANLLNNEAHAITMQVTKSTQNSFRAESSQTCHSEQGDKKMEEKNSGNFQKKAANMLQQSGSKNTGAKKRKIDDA
#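 50 nM RECQ1T1 preincubated 15 min with compound in Tris pH 8.0 buffer with MgCl2, DTT, Tween-20 and 2.5 ug/ml poly(dI-dC); started with 200 nM TAMRA/BHQ-2 forked duplex and 2 mM ATP. Unwinding read as fluorescence (525/598 nm), two reads 2 h apart.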
# Starred values were filed as active, the others as inactive; i = inactive; ? = inconclusive; / = no result given; & = joins results of further samples; [ ] = dose if it differs, or a comment. Unless noted, calls follow the shape of the dose curve; as a rule, active = well fitted curve in the direction sought with a large enough effect; inconclusive = small, poorly fitted or top-dose-only effect, or another doubt; inactive = no such curve, though single readings can be large; an effect the other way counts as inactive or inconclusive. Potency is read from the fitted curve at half-maximal effect.
SMILES,TR SRC2 fluor cs,SMN2 splice up,TRb SRC2 PPI,KDM4E inh,GoLoco inh red,ALDH1A1 inh,Lamin A splicing,RECQ1 inh
C=CCn1cc(C(=O)NCCOC)c(=O)c2cc(S(=O)(=O)N(CC)CC)ccc21,-2%,-2%,-21%,-1%,10%,-17%,-16%,-12%
CCN1CCN(c2nc(-c3ccncc3)nc3ccccc23)CC1,0%,-49%[inhibitor],-6%,5%,24%,2%,?,-14%
c1ccc(-c2nc(-c3ccco3)n3ccccc23)cc1,0%,-41%,-6%,4%,-6%,0%,-4%,-15%
Cc1ccc(C)c(N2CCN(c3ccc(N4C(=O)COCC4=O)cc3[N+](=O)[O-])CC2)c1,-1%,-2%,1%,-4%,9%,7%,13%,0%
COc1ccccc1CNCC(=O)Nc1cc(S(=O)(=O)N2CCCCCC2)ccc1Cl,-2%,/,-2%,?,-9%,?,/,-11%
COc1ccc(/C=N/NC(=O)CSc2nnc(CCCc3ccc(OC)c(C)c3)o2)cc1,0%,-4%,8%,-5%,12%,-11%,?,-11%
O=C(CSc1n[nH]c(=O)[nH]c1=O)Nc1cccc(S(=O)(=O)N2CCOCC2)c1,-1%,0%,-8%,2%,-2%,-1%,1%[46 µM],5%
COC(=O)CCc1c(C)[nH]c(C(=O)OCc2ccccc2)c1C,-2%&1%,1%,6%&0%,-7%,4%&12%,0%&-5%,0%,-10%&-5%
COc1ccc(-c2nc(=S)n3ccsc3n2)cc1OC,15%,13%,-8%,-8%,12%,-1%,-1%[46 µM],i
COc1ccc(O)c(C(=O)c2cc(C#N)c(=O)n(-c3c(C)n(C)n(-c4ccccc4)c3=O)c2)c1,2%,-6%,-5%,-28%,-3%,2%,2%,-6%
O=C(Nc1ccc(F)cc1F)N1CCC(c2nc3ccccc3o2)CC1,-1%,-36%[inhibitor],4%,1%,2%,0%,0%[46 µM],i
CCOC(=O)c1[nH]c2ccc(OC)cc2c1NC(=O)c1cccc(OC)c1,-5%,-2%,-14%,-6%,6%,4%,17%,-1%
NNC(=O)COc1ccc(C(F)(F)F)cc1,-1%,-6%,1%,-10%,23%,21%,1%[9.22 µM],i
CN(Cc1ccccc1)c1ncnc2c1cnn2-c1ccccc1,0%,5.6µM*,-7%,?,6%,?,?,-2%
CCN1CCN(c2ccc([N+](=O)[O-])c(Sc3nc4ccccc4[nH]3)c2)CC1,-1%,/,-6%,-3%,/,3%,?,4%
S=c1[nH]c2ccccc2s1,0%,-9%&0%,-3%,20µM*,-8%&-2%&-21%,11µM*,/,-1%&-8%
Cc1ccnc(SCC(=O)Nc2c(C)n(C)n(-c3ccccc3)c2=O)n1,-3%,-5%,-1%,6%,5%,9%,4%,-12%
CC(=O)c1ccc(NC(=O)CCn2c(=O)oc3ccccc32)cc1,2%,-1%,-16%,-1%,4%,-11%,6%,8%
COc1cc(CCN2C(=O)N[C@@H](c3cccc(C(F)(F)F)c3)C(C(C)=O)=C2C)cc(OC)c1OC,-1%&3%,-5%&-35%,6%&2%,5%&-1%,-1%&-1%,0%&1%,?,-7%&1%
CCCc1cc(=O)[nH]c(SCC(=O)NCCCC(=O)OCC)n1,0%,16%,4%,2%,-45%,-3%,?,-6%
COc1ccc2nc(SCC(=O)C(C)(C)C)[nH]c2c1,1%,/,5%,3%,-9%,/,/,-3%
CCN1/C(=C/c2ccc3cc(C)ccc3[n+]2C)Sc2ccc3sccc3c21,7%,-96%[inhibitor],4%,-9%,160%[activator],?,?,-7%
CC(Cc1ccsc1)NC(=O)CCc1nnc(COc2ccccc2)o1 (stereo not drawn),-2%[53 µM],/,-2%[53 µM],4%,3%,-5%,/,i
COc1ccc(-c2cc(C(=O)OCC(=O)c3c(N)n(C)c(=O)n(C)c3=O)c3ccccc3n2)cc1,0%,-5%,5%,?,11%,?,-23%[46 µM],-3%
O=C(CN1CCN(C2CCCCC2)CC1)Nc1ccccc1-c1ccccc1,1%,0%,6%,?,-12%,6.3µM*,-7%,2%

# Further results:
SMILES,TR SRC2 fluor cs,SMN2 splice up,TRb SRC2 PPI,KDM4E inh,GoLoco inh red,ALDH1A1 inh,Lamin A splicing,RECQ1 inh
Nc1nc(-c2ccccc2Br)cs1,-3%,20%,9%,8%,-4%,-3%,-7%,0%
Cc1ccc(NS(=O)(=O)c2ccc(NC(=O)CSc3ccc(Cl)cc3)cc2)c(C)c1,-4%,-17%,6%,-6%,-3%,16%,-3%,-7%
O=C(O)c1ccccc1CSc1nnc2c(n1)[nH]c1ccccc12,-6%,/,1%,4%,-1%,-12%,7%[46 µM],-8%
COc1ccc(CCN2C(=O)NC(NC(=O)C(C)(C)C)(C(F)(F)F)C2=O)cc1OC (stereo not drawn),2%,-3%,9%,10%,-2%,-4%,-4%,-2%
O=C(NCc1ccco1)c1ccccc1NS(=O)(=O)c1ccc(Br)s1,2%,-23%,-3%,-1%,8%,?,4%,-6%
O=c1c2ccccc2ncn1CCCCOc1ccc(Br)cc1,-1%,-2%,10%,1%,9%,-2%,0%[46 µM],i
COC(=O)C1=C(C(=O)OC)C2(OC1c1ccccc1C)C(=O)c1ccccc1C2=O (stereo not drawn),-2%,-1%,3%,?,-8%,2%,-9%,-11%
Cc1[nH]nc2c1C(=O)CCC2,2%,14%,-5%,-7%,7%,12%,-8%,-13%
CC(=O)c1cccc(NC(=O)c2ccoc2C)c1,-3%,6%,8%,-12%,7%,-2%,-9%[46 µM],i
C/C(=C\C(=O)C(F)(F)F)Nc1ccc(C)cc1,1%,-1%,0%,-1%,-8%,-5%,7%,-9%
COc1ccc(Nc2nc(C)nc3sc4c(c23)CCC4)cc1O,-1%,-3%,-5%,3%,8%,8%,/,-1%
COc1ccccc1CNC(=O)c1cn(C)c2ccc(S(=O)(=O)N3CCCC3)cc2c1=O,-1%,-37%[inhibitor],0%,10%,-8%,?,-3%[46 µM],-7%
Cc1ccc(C2=[N+]([O-])C3(CCCCC/C3=N\O)N(O)C2(C)C)o1 (stereo not drawn),-3%,21%,-7%,-17%,-21%,28µM*,-8%,6%
CC(=O)Oc1cccc(N2C(=O)c3ccccc3C2=O)c1,1%,-23%,5%,0%,4%,-14%,4%,-14%
CCOC(=O)NC(=O)CSc1nnc(C2CC2)n1Cc1ccco1,-1%,8%,-11%,-3%,5%,4%,5%[46 µM],-12%
N=c1c2c3c(sc2ncn1Nc1ccccc1)CCC3,-2%,/,-3%,?,5%,/,/,7%
O=C(CSc1ncccc1-c1nc2ccccc2[nH]1)NC1CC1,1%,17%,-2%,?,20%,?,6%,-3%
COc1ccc(C2C3C(=O)N(N(C)c4ncc(C(F)(F)F)cc4Cl)C(=O)C3ON2C)cc1 (stereo not drawn),-3%,14%,-6%,8%,-4%,3%,/,-8%
COCCN(C(=S)Nc1cccc(OC)c1)C1CCN(C(C)=O)CC1,0%,-8%[1.84 µM],-7%,13%,4%,10%,-6%,-1%
Cc1ccc(NC(=S)NN(C)c2cc(C)nc(C)n2)cc1,-9%,-31%[inhibitor],-3%,-21%,-2%,-2%,?,7%
Cn1ccnc1SCC(=O)Nc1cccc2ccccc12,2%,2%,-3%,-2%,2%,0%,-1%,-6%
O=C(C1CCC(=O)N1Cc1ccccc1Cl)N1CCN(c2cccc(Cl)c2)CC1 (stereo not drawn),0%,-15%,-5%,3%,2%,0%,-4%,-6%
CN(c1nc(-c2ccc(Br)cc2)cs1)C1CCS(=O)(=O)C1 (stereo not drawn),-2%,18%,1%,1%,4%,0%,10%[9.22 µM],-21%
COc1cccc(CC2(CO)CCCN(Cc3cn[nH]c3-c3ccccc3)C2)c1 (stereo not drawn),-2%,/,3%,-2%,-19%,5%,1%[46 µM],i
CC(C(=O)NCc1ccccc1)N1C(=O)CN(C)C(=O)c2ccccc21 (stereo not drawn),3%,-7%,-15%,3%,3%,3%,2%,-9%

# A second format for some results above:
# Sequence of screens: TR SRC2 fluor cs | SMN2 splice up | TRb SRC2 PPI | KDM4E inh | GoLoco inh red | ALDH1A1 inh | Lamin A splicing | RECQ1 inh
- COc1ccc(C2C3C(=O)N(N(C)c4ncc(C(F)(F)F)cc4Cl)C(=O)C3ON2C)cc1 (stereo not drawn)
  -3% | 14% | -6% | 8% | -4% | 3% | / | -8%
- COCCN(C(=S)Nc1cccc(OC)c1)C1CCN(C(C)=O)CC1
  0% | -8%[1.84 µM] | -7% | 13% | 4% | 10% | -6% | -1%
- Cc1ccc(NC(=S)NN(C)c2cc(C)nc(C)n2)cc1
  -9% | -31%[inhibitor] | -3% | -21% | -2% | -2% | ? | 7%

# Later entries
SMILES,TR SRC2 fluor cs,SMN2 splice up,TRb SRC2 PPI,KDM4E inh,GoLoco inh red,ALDH1A1 inh,Lamin A splicing,RECQ1 inh
O=C(NC1CCCC1)C1C2C=CC3(CN(Cc4cccs4)C(=O)C13)O2 (stereo not drawn),0%,2%,9%,5%,1%,6%,11%,i
O=C1CC(c2ccccc2Cl)C2=C(COC2=O)N1 (stereo not drawn),2%,-9%,-11%,1%,-6%,?,4%,i
COc1cc(C)c(Br)cc1S(=O)(=O)NCCN1CCOCC1,3%,-2%,-3%,-5%,21%,0%,-19%[46 µM],i
O=C(c1ccc(COc2c(F)c(F)cc(F)c2F)o1)N1CCN(c2ccccc2)CC1,-2%,-4%,2%,5%,13%,?,?,2%
N#Cc1ccc(CN2CC3(CCN(C(=O)c4csnn4)CC3)C2)cc1,/,-1%,/,/,10%,11%,/,-3%
O=C(N/N=C/c1cccc(O)c1)c1cc(-c2ccc3c(c2)OCO3)n[nH]1,?,8%,3%,-4%,-2%,16%,-19%,-7%
O=C(O)CCn1c(O)c(C=C2N=c3ccccc3=N2)sc1=S,-5%,/,-2%,-9%,4%,/,/,4%
CCOC(=O)CNC(=S)SC,2%,/,4%,2%,-4%,-1%,/,i
CN(C)CCCN1C(=O)C(=O)/C(=C(/O)c2ccc3c(c2)OCCO3)C1c1ccco1 (stereo not drawn),-1%,-5%,2%,1%,10%,-1%,-1%,-8%

# Only part of the results is shown; rates above refer to the full screens.
